# 12-LOX inh: Primary qHTS assay for inhibitors of human arachidonate 12S-lipoxygenase (ALOX12): Round 2; 1.1% of 580,000 active; purified 12hLO, xylenol orange hydroperoxide absorbance; Potency, µM (highest dose often 108 µM), for inactives: at the top dose activity change, negative = inhibition, usual class: inhibitors; Polyunsaturated fatty acid lipoxygenase ALOX12 (Homo sapiens), P18054; active = well fitted inhibition curve with a large enough effect; inconclusive = small, poorly fitted or top-dose-only effect, or another doubt; inactive = no such curve, though single readings can be large or run the other way; note: potency is the fitted concentration of half-maximal effect
# Target sequence (P18054 whole entry, looked up): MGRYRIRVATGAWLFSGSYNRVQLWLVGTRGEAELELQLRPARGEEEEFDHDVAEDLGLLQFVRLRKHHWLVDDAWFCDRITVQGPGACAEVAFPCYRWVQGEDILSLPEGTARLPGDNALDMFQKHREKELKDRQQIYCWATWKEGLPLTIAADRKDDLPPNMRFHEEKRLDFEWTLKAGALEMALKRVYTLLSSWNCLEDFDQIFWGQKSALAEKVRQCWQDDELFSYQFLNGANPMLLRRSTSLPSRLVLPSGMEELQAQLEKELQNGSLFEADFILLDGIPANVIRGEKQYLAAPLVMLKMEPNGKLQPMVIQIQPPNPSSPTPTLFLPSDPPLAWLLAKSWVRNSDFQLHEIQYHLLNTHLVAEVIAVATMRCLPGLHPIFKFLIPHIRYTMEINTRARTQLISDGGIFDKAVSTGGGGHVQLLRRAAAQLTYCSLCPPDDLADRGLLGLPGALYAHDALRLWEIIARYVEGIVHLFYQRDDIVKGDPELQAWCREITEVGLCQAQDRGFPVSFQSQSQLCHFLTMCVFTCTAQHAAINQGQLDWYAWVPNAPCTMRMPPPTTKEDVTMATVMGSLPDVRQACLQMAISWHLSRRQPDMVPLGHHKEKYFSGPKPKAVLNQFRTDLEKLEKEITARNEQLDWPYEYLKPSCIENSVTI
#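 Purified human 12hLO at 150 nM in 25 mM Hepes, 0.01% Triton X-100, pH 7.0, preincubated 15 min at room temperature with compound. Reaction started with 40 uM arachidonic acid, 30 min at room temperature. Hydroperoxide measured by Fe-xylenol orange, 573/405 nm absorbance ratio.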
# LDHA inh: qHTS assay for inhibitors of human lactate dehydrogenase | purified LDHA, NADH/diaphorase-resazurin fluorescence; active compounds read low | activity change, % (values are at about 110 or 230 µM) | 0.15% of 480,000 active; in the data active = activity change below about -30%; inconclusive = mostly about -25% to -30%;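 note: plate controls were DMSO wells for no effect and wells without enzyme for full effect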
#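 Enzyme activity of human lactate dehydrogenase 5 (2 nM; 0.06 mM NADH, 0.2 mM pyruvate, 5 min, RT) is measured via a resazurin/diaphorase fluorescence readout of residual NADH.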
# Active calls of the source: *; ? = inconclusive; [ ] = remark or other dose. Unless noted, % is set by controls: 0 for no effect and ±100 for the full control effect. Only part of the results is shown. The share of hits here may be higher or lower than overall.
SMILES,12-LOX inh,LDHA inh
CNC(=O)C(C)OC(=O)c1nc(-c2ccccc2)oc1C (configuration not stated),?,-11
COc1cccc(C(NC(C)=O)c2nc(-c3cnn(C)c3)cs2)c1 (configuration not stated),?,-12
N#Cc1ccc(CNc2ccccc2Cl)cc1,?,-6
CC(Sc1ccc(Cl)cc1)C(=O)NCCC(=O)N1CCCC1 (configuration not stated),-4%,-5
NC(=O)c1ccc(COC(=O)c2ccc(Cl)c(Cl)c2)cc1,-8%,-1
CCC(C)c1ccc(OC)c(-c2csc(N)n2)c1 (configuration not stated),?,-6
CN(C)c1cccc(C(=O)N/N=C2/CCSc3ccc(F)cc32)c1,?,6
CC1COCCN1C(=O)CCc1nc(Cc2ccccc2)no1 (configuration not stated),36%[activator],-1
O=C(CCc1ccccc1Cl)NC1CCN(C2CC2)C1 (configuration not stated),?,-5
Cc1ccccc1OCCNN,?,10
Cn1c(=O)[nH]c2c(nc(-c3ccc(Cl)cc3)n2CCc2ccccc2)c1=O,12%,6
COc1ccc(NC(=O)Cn2nnc(-c3cccc(F)c3)n2)cc1S(=O)(=O)N1CCOCC1,14%,3
CS(=O)(=O)N1CCC(NS(=O)(=O)c2ccc(F)cc2Cl)CC1,-24%,1
Cc1csc2nc(COc3ccc(NC(=O)C4CCCCC4)cc3)cc(=O)n12,-27%,4
COc1ccc(N/C=C/C(=O)c2ccc(C)c(C)c2)cc1Cl,?,5
COc1ccc(OC)c(NS(=O)(=O)c2cc(-c3cnc(C)o3)ccc2C)c1,-1%,-1
COc1ccccc1-c1coc2cc(OC(=O)c3ccccc3Cl)ccc2c1=O,23%,0
Oc1ccc(F)c(CN2CCN(c3ncc(Cc4ccccc4)cn3)CC2)c1,-16%,5
Cc1nc2c(sc3cccc(F)c32)c(=O)n1CC(=O)Nc1ccccc1C(F)(F)F,?,-12
CCCOc1ccc(F)cc1-c1cc(C(=O)NCc2ccccc2)[nH]n1,1%,-11
COc1ccc(CNC(=O)Cc2c(C)c3ccc(OC)c(C)c3oc2=O)cc1OC,-1%,4
Cc1ccc(C(=O)Nc2sccc2C#N)s1,50µM*,16
CCCCn1nnnc1C1(C)CCC(=O)N1Cc1cccs1 (configuration not stated),-28%,-5
Cc1cc(Cl)ccc1Nc1nc(N2CCOCC2)nc2nccnc12,-13%,6
CC(=O)Nc1ccc(NC(=O)c2cnc3ccccc3n2)cc1,?,-1
Cc1ccccc1-c1cnc(C(O)c2ccc(F)cc2)[nH]1 (configuration not stated),-6%,-8
Cc1cccc2n[nH]nc12,?,4
CCNC(=O)c1cccc2c(=O)c(C)c(-c3ccccc3)oc12,3%,-2
Cc1noc(C)c1CN(C)Cc1ccc2c(c1)OCO2,67%[activator],-1
CCc1ccc([C@@H]2CC(=O)[C@@H]3CN(S(=O)(=O)c4ccccc4C)[C@H](c4ccc(Cl)cc4)C[C@@H]3N2S(=O)(=O)c2ccc(C)cc2)cc1,?,-7

# Three compounds already listed, sorted by SMILES length, smallest number first.
SMILES,12-LOX inh,LDHA inh
Cc1noc(C)c1CN(C)Cc1ccc2c(c1)OCO2,67%[activator],-1
COc1ccc(OC)c(NS(=O)(=O)c2cc(-c3cnc(C)o3)ccc2C)c1,-1%,-1
COc1ccc(NC(=O)Cn2nnc(-c3cccc(F)c3)n2)cc1S(=O)(=O)N1CCOCC1,14%,3

# The listing continues.
SMILES,12-LOX inh,LDHA inh
Cc1ccc(-c2nn3c(CCCC(=O)O)nc4ccccc4c3nc2=O)cc1,-3%,4
CCCOC(=O)CNC(=O)c1cc(OC)cc(OC)c1,-5%,-2
Cc1ccc(NC(=O)CN(C)C(=O)c2nc(-c3ccccc3)oc2C)cc1,?,-5
COC(=O)C1=CN(c2cccc(OCc3ccccc3)c2)C(N)=C(C#N)C1c1cccc(OC)c1OC (configuration not stated),-26%,-9
CCCNc1c(NC(=O)Nc2ccc(OC)cc2)c(=O)oc2ccccc12,-20%,-11
O=C(Nc1cccn2nc(COCCO)nc12)C(c1ccccc1)c1ccccc1,-2%,-7
Cn1c(SCC(=O)NCc2ccc3c(c2)OCCCO3)nnc1-c1cccs1,18%,0
Cc1ccccc1NC(=O)COC(=O)/C=C/c1cccc2cccnc12,-1%,7
COc1cc2ccccc2cc1C(=O)OCc1ccc(C#N)cc1,-1%,9
CSc1nnc(-c2cc(Cl)ccc2NC(C)=O)c(=O)[nH]1,?,-12

# Single entries from above.
# LDHA inh, O=C(Nc1cccn2nc(COCCO)nc12)C(c1ccccc1)c1ccccc1 reads -7
# LDHA inh, CNC(=O)C(C)OC(=O)c1nc(-c2ccccc2)oc1C (configuration not stated) reads -11
# LDHA inh, NC(=O)c1ccc(COC(=O)c2ccc(Cl)c(Cl)c2)cc1 reads -1
# 12-LOX inh, CCCOC(=O)CNC(=O)c1cc(OC)cc(OC)c1 reads -5%
# 12-LOX inh, CCCCn1nnnc1C1(C)CCC(=O)N1Cc1cccs1 (configuration not stated) reads -28%
# LDHA inh, Cc1ccccc1OCCNN reads 10
# LDHA inh, COc1cccc(C(NC(C)=O)c2nc(-c3cnn(C)c3)cs2)c1 (configuration not stated) reads -12

# Next section
SMILES,12-LOX inh,LDHA inh
O=C(c1ccccc1F)N(Cc1ccc2cc[nH]c2c1)C1CC1,?,-2
COc1ccc(C2C(C(=O)Nc3ccc(C)cc3)=C(C)Nc3nc4ccccc4n32)cc1OC (configuration not stated),-28%,7
COc1cccc(/C=C/C(=O)c2c(C)nn3c4ccccc4n(C)c23)c1OC(C)C,-28%,1
COc1ccc(NC(=O)CN(C)CC(=O)NC(=O)NCc2ccccc2)cc1,24%,13
CC1(C)CC(CC(N)=O)CC(C)(C)N1,-19%,12
Cc1ccccc1NC(=O)C1=Cc2sc3c(c2CS1)CCCC3,20µM*,5
COc1ccc(N2C(=O)C(C)CS2(=O)=O)cc1S(=O)(=O)NCc1ccco1 (configuration not stated),-15%,-9
CNc1ccc2c(cc1=O)[C@@H](NC)CCc1cc(OC)c(OC)c(OC)c1-2,?,45
CC(C)(C)OC(=O)COc1ccc2c(=O)c(Oc3ccccc3Br)coc2c1,6%,2
CCc1ccc(NC(=O)Nc2ccccc2SCc2cc(=O)n3cc(C)ccc3n2)cc1,?,1
O=C(Nc1ccc(F)cc1)c1n[nH]c(=O)c2ccccc12,-8%,0
O=C(Nc1cc(F)ccc1F)c1ccc2ccccc2n1,?,-5
NC1CC1c1ccc2ccccc2c1 (configuration not stated),10%,-1
Cc1ccc(S(=O)(=O)N2[C@H](CC(=O)c3ccccc3)OC[C@@H]2C)cc1,-10%,-5
FC(F)(F)c1ccc(Cl)c(N/N=C/c2ccc(Cl)cc2Cl)c1,40µM*,6
Cc1ccc(C(=O)C(C)OC(=O)c2ccc(S(=O)(=O)N(C)C)cc2)cc1 (configuration not stated),85%[activator],-6
N=C(N)COc1ccc(Cl)c(Cl)c1,0%,-7
CCOC(=O)C1=NOC2(C1)C(=O)Nc1ccc(OC)cc12 (configuration not stated),0%,-2
CC(NC(=O)C1(c2ccccc2)CC1)C12CC3CC(CC(C3)C1)C2 (configuration not stated),-20%,-16
CCCCN(C(C)=O)c1c(CC)nc2ccc(C(=O)NCCc3ccccn3)cn12,3%,-5
O=C(Nc1ccc2c(c1)OCO2)C1Cc2c(-c3ccccc3Oc3ccccc3)ccnc2O1 (configuration not stated),-3%,-7
Cc1cc(C)c(CNCCS(=O)(=O)c2ccccc2)c(C)c1,?,-3
COc1ccc(C2CC(=O)C3=C(C2)OC(N)=C(C#N)C3c2ccc(C)cc2)cc1 (configuration not stated),-72%,11
O=C(NC1CC1)c1c(-n2cnnn2)sc2c1CCCC2,18%,-2
O=C(COC(=O)c1ccc2ncsc2c1)c1ccc2c(c1)OCCCO2,-22%,4
CCCCCCCCC/C=N/NC(=S)NC1CCCCC1,28µM*,-4
COc1ccc(-c2ocnc2C(=O)Nc2c(C)cc(C)cc2C)cc1OC,47%[activator],4
O=C(c1cc(-c2ccccc2)on1)N(Cc1cccnc1)C(c1ccccn1)c1nc2ccccc2[nH]1 (configuration not stated),5%,-2
CCC(=O)N1CCCC(C)(C(=O)NS(=O)(=O)c2cccs2)C1 (configuration not stated),2%,-1
O=S(=O)(Nc1nc2ccccc2nc1NCc1ccccc1)c1ccccc1,1%,8
O=C(NC1CCCC1)C(c1ccccc1)n1c(-c2cccc3ccccc23)nc2ccccc21 (configuration not stated),4%,1
CC(=O)Nc1ccc(SCCCC(=O)c2cccs2)cc1,-54%,3
COc1cc(NC(=O)c2cnc(SC)nc2C(F)(F)F)cc(OC)c1,?,5
CC(=O)Nc1ccccc1OCc1ccc(C)cc1,?,23
CC(=O)c1cccc(NC(=O)Cc2csc(-n3nc(C)c(Cc4ccccc4)c3C)n2)c1,-10%,2
COC(=O)c1n[nH]c([Si](C)(C)C)c1[Si](C)(C)C,22%,7
Cc1nc2ccccc2c(C)c1CC(=O)N1CCC(C(=O)N2CCCCC2)CC1,-41%,-12
COc1ccc(Br)c(C(=O)OCc2cc(C(C)=O)ccc2OC)c1,-4%,6
NC(c1csc(Nc2ccccn2)n1)C1CCCCC1 (configuration not stated),2%,-4
Cc1ccccc1OCCN(C)C(=O)c1cc(C2CC2)nc2ccccc12,?,0

# Compounds shown so far that contain bromine, in the order listed:
SMILES,12-LOX inh,LDHA inh
CC(C)(C)OC(=O)COc1ccc2c(=O)c(Oc3ccccc3Br)coc2c1,6%,2
COc1ccc(Br)c(C(=O)OCc2cc(C(C)=O)ccc2OC)c1,-4%,6

# Remaining list, next part
SMILES,12-LOX inh,LDHA inh
Cc1cc(C)cc(NC(=O)C(Sc2ccc(S(=O)(=O)N3CCOCC3)cn2)c2ccccc2)c1 (configuration not stated),?,-1
CCCS(=O)(=O)NC(=O)C1(C)CCN(C(=O)c2cc(C(C)(C)C)nn2C)C1 (configuration not stated),-50%,-6
N=C(N)COc1ccc(Cl)cc1,?,5
Cc1cc(NC(=O)c2ccc(Cl)cc2F)n(CCC#N)n1,-2%,-9
Cc1nc2ccccc2nc1CN1C(=O)NC2(CCCCC2)C1=O,0%,-3
COCCn1c(C)cc(C(=O)C(=O)Nc2nnc(COc3ccc(C)cc3)s2)c1C,47%[activator],-11
O=c1oc2ccc(Br)cc2cc1S(=O)(=O)N1CCCCCC1,21%,5
Cc1ccc(-c2nn(CC(=O)Nc3ccc(F)cc3)c(=O)c3ccccc23)cc1,6%,-6
Cc1cccc(NC(=O)CCl)c1C,?,?
CCn1cc(C(=O)NCCCNS(C)(=O)=O)c2ccccc21,-24%,-2
Cc1cc(=O)oc2cc(NC(=O)N(C)Cc3ccccc3Br)ccc12,?,9
O=C(Cc1c[nH]c2ccccc12)Nc1cccc(CO)c1,0%,-4

# Screening results: PubChem, National Center for Advancing Translational Sciences (NCATS)
